From PubChem BioAssay
FEN1 inh: human FEN1 inhibition. P39748. Recombinant FEN1 flap cleavage, fluorescence, 15 min. Potency, µM (highest dose often 114 µM), for the others: at the top dose activity change, negative = inhibition, actives largely listed as inhibitors. actives 0.35% (n = 390,000). AID 588795; note: nearly all actives have a fitted effect of over 65% in size
Target sequence (P39748 whole entry, looked up): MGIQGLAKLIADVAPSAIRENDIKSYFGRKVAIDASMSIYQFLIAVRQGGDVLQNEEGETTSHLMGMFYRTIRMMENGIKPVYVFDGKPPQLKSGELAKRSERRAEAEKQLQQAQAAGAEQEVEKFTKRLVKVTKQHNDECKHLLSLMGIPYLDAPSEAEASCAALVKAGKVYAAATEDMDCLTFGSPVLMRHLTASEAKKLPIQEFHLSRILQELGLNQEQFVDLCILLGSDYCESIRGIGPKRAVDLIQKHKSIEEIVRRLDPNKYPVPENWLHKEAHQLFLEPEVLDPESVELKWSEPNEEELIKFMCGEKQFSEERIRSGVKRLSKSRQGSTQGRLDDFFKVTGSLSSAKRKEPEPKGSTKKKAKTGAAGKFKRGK
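Compounds are tested as a concentration series against 10 nM FEN1; after a 15 min room-temperature preincubation, 50 nM substrate starts cleavage, with plate reads at 0 and 15 min. Normalized responses are fitted by a Hill equation.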
N370S GC: inhibitors or activators of N370S glucocerebrosidase for Gaucher disease. P04062. N370S GC spleen homogenate, 4MU-glucoside fluorescence. Potency, µM (titrated, usually from 59.4 µM), for the others: top-dose activity change, negative = inhibition, usual class: inhibitors. actives 0.092% (n = 330,000). AID 2101;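 note: 0% = full enzyme activity and -100% = no enzyme basal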
GCN5L2 inh: blocks human GCN5L2 histone acetyltransferase; Q92830; GCN5L2 HAT assay, ThioGlo1 CoA-SH fluorescence; Potency, µM (highest dose often 58.9 µM), for the others: top-dose activity change, negative = inhibition, hits mostly inhibitors; actives 0.21% (n = 390,000)
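GCN5L2 (20nM final) in 50mM HEPES, 0.1mM EDTA pH 7.5, 0.01% Tween-20 was preincubated 15 min at room temperature with compound, then given ThioGlo1 (50uM), H3(1-25) peptide (75uM) and acetyl-CoA (70uM); CoA-thiol fluorescence (Ex340/Em540) was read at 0 and 20 min.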
An asterisk follows results filed as active; [ ] = remark or other dose. Calls come from the whole dose curve; as a rule, active = well fitted curve in the direction sought with a large enough effect; inconclusive = small, poorly fitted or top-dose-only effect, or another doubt; inactive = no such curve, though single readings can be large; an effect the other way counts as inactive or inconclusive. Unless noted, % is set by controls: 0 for no effect and ±100 for the full control effect; potency is the fitted concentration of half-maximal effect.

Screening O=C(NNC(=O)c1ccccn1)c1ccc(OC(F)F)cc1 returned FEN1 inh 5% and GCN5L2 inh -1%.
For COc1ccc(CCNC2=CC(=O)CC(C)(C)C2)cc1 the results were FEN1 inh 4%, N370S GC 17% and GCN5L2 inh -2%.
For CC(C)(C)C1CCc2c(sc(NC(=O)c3cccc(Cl)c3)c2C(=O)NCc2ccco2)C1 (stereo not drawn) the results were FEN1 inh 19% and GCN5L2 inh -13%.
Cc1c(Cl)cccc1NC(=O)COC(=O)c1c2c(nc3ccccc13)CCN(Cc1ccccc1)C2 was read as FEN1 inh -5%, N370S GC 5% and GCN5L2 inh -13%.
Screening COc1ccccc1OCCOc1ccc(/C=C2/C(=N)N3OC(C)=CC3=NC2=O)cc1OC returned FEN1 inh -8%, N370S GC -5% and GCN5L2 inh -10%.
Cc1[nH]cnc1CSCCN was read as FEN1 inh 3%, N370S GC 3% and GCN5L2 inh -5%.
Screening C=CCN1C(=O)/C(=C2/Sc3ccc(OC)cc3N2CC)SC1=S returned FEN1 inh -1%, N370S GC -16% and GCN5L2 inh -11%.
Screening O=C(Nc1ccc(Br)cc1)c1ccc2ncsc2c1 returned FEN1 inh -2%, N370S GC -8% and GCN5L2 inh 1%.
Screening COc1ccc(OC)c(-c2csc(NC(=O)C3CSC4(C)CCC(=O)N34)n2)c1 (stereo not drawn) returned FEN1 inh -1%, N370S GC -15% and GCN5L2 inh -5%.
Screening COc1cccc(-c2csc(/C(C#N)=C/Nc3cc4oc5ccccc5c4cc3OC)n2)c1 returned FEN1 inh 4%, N370S GC 7% and GCN5L2 inh -2%.
`OCC[C@H]1C[C@@H](O)[C@H](O)[C@@]2(OCCc3ccccc32)O1` gave FEN1 inh -15%, N370S GC 1% and GCN5L2 inh -11%.
For COCCNC(=S)N/N=C(\C)c1ccc(OC(F)F)cc1 the results were FEN1 inh -4%, N370S GC 5% and GCN5L2 inh 5%.

Sorted by number of heavy atoms (highest first): some entries from above.
Cc1c(Cl)cccc1NC(=O)COC(=O)c1c2c(nc3ccccc13)CCN(Cc1ccccc1)C2 was read as FEN1 inh -5%, N370S GC 5% and GCN5L2 inh -13%.
Screening COc1cccc(-c2csc(/C(C#N)=C/Nc3cc4oc5ccccc5c4cc3OC)n2)c1 returned FEN1 inh 4%, N370S GC 7% and GCN5L2 inh -2%.
For CC(C)(C)C1CCc2c(sc(NC(=O)c3cccc(Cl)c3)c2C(=O)NCc2ccco2)C1 (stereo not drawn) the results were FEN1 inh 19% and GCN5L2 inh -13%.
Screening COc1ccc(OC)c(-c2csc(NC(=O)C3CSC4(C)CCC(=O)N34)n2)c1 (stereo not drawn) returned FEN1 inh -1%, N370S GC -15% and GCN5L2 inh -5%.
Screening C=CCN1C(=O)/C(=C2/Sc3ccc(OC)cc3N2CC)SC1=S returned FEN1 inh -1%, N370S GC -16% and GCN5L2 inh -11%.
Screening O=C(NNC(=O)c1ccccn1)c1ccc(OC(F)F)cc1 returned FEN1 inh 5% and GCN5L2 inh -1%.
For COCCNC(=S)N/N=C(\C)c1ccc(OC(F)F)cc1 the results were FEN1 inh -4%, N370S GC 5% and GCN5L2 inh 5%.
For COc1ccc(CCNC2=CC(=O)CC(C)(C)C2)cc1 the results were FEN1 inh 4%, N370S GC 17% and GCN5L2 inh -2%.
Screening O=C(Nc1ccc(Br)cc1)c1ccc2ncsc2c1 returned FEN1 inh -2%, N370S GC -8% and GCN5L2 inh 1%.
Cc1[nH]cnc1CSCCN was read as FEN1 inh 3%, N370S GC 3% and GCN5L2 inh -5%.

(listing goes on)
Screening Cc1c(/C(Cc2ccccc2)=N/O)c2ccccc2n1C returned FEN1 inh -19%, N370S GC -5% and GCN5L2 inh -4%.
CCCSc1nc(N2CCOCC2)c2c(c1C#N)CCCC2 was read as FEN1 inh -18%, N370S GC 0% and GCN5L2 inh -10%.
`CSc1nc2ccccc2n1CC(=O)Nc1ccccc1` gave FEN1 inh 7%, N370S GC 13% and GCN5L2 inh -4%.
`Cc1ccc(-n2nc(-c3ccco3)cc2C(=O)O)cc1` gave FEN1 inh -9%, N370S GC -18% and GCN5L2 inh 0%.
NC(=O)[C@@H]1CC2(CC(c3cccc(NC(=O)COc4ccc(Cl)cc4)c3)=NO2)CN1C(=O)c1ccccc1 (stereo partly drawn) was read as FEN1 inh 6%, N370S GC 3% and GCN5L2 inh -1%.
For COCCn1c(=N)c(C(=O)NCCc2ccc(OC)cc2)cc2c(=O)n3cccc(C)c3nc21 the results were FEN1 inh 0%, N370S GC -3% and GCN5L2 inh -2%.
O=C1CC(C(=O)N2CCCc3ccccc32)CN1c1ccc(F)cc1 (stereo not drawn) was read as FEN1 inh 7%, N370S GC -6% and GCN5L2 inh -3%.
CCCCOc1ccc(C2C(C(=O)c3ccc(C)o3)=C(O)C(=O)N2Cc2ccco2)cc1 (stereo not drawn) was read as N370S GC -3% and GCN5L2 inh inconclusive.
For O=C(COC(=O)c1nc(Cl)ccc1Cl)c1ccccc1Cl the results were FEN1 inh 1%, N370S GC 4% and GCN5L2 inh 0%.
For Cc1ccc(OCc2cc(C(=O)NCc3cc(F)ccc3C)no2)cn1 the results were FEN1 inh -20%, N370S GC -6% and GCN5L2 inh -4%.
For COCCCNc1nc2c(S(=O)(=O)c3ccccc3)nnn2c2ccc(Cl)cc12 the results were FEN1 inh -9% and GCN5L2 inh -4%.
`COC(=O)c1ccccc1NC(=O)N1CCN(c2ccc(F)cc2)CC1` gave FEN1 inh 0%, N370S GC 15% and GCN5L2 inh -13%.
For COCCCNC(=O)c1c(N)n(/N=C/c2cccnc2)c2nc3ccccc3nc12 the results were FEN1 inh -3%, N370S GC -8% and GCN5L2 inh -4%.
COC(=O)C1=C(C(=O)OC)[C@@H]2N(Cc3ccccc3)c3ccccc3[C@@]23C[C@@H](C(=O)OC)N(C(=O)CC(C)C)C3=N1 was read as FEN1 inh -1%, N370S GC -9%[12.8 µM] and GCN5L2 inh -16%.
For COc1cc(-c2nnc(SC(C)C(=O)Nc3c(C)n(C)n(-c4ccccc4)c3=O)o2)cc(OC)c1OC (stereo not drawn) the results were FEN1 inh 3%, N370S GC -25% and GCN5L2 inh -7%.
For CC1(OC(=O)C2CCCC2)C(=O)C=C2C=C(c3ccsc3)N(c3ccccc3)C=C2C1=O (stereo not drawn) the results were FEN1 inh 11%, N370S GC -6%[12.8 µM] and GCN5L2 inh 3%.
Screening O=C(CC(c1cccs1)N1Cc2ccccc2C1=O)Nc1ccc(F)c(F)c1 (stereo not drawn) returned FEN1 inh -3% and GCN5L2 inh -7%.
Cc1nc(Nc2ccc(F)cc2)[nH]c(=O)c1CCC(C)C was read as FEN1 inh -18%, N370S GC 10% and GCN5L2 inh -8%.
Screening O=C(CCC1CCCC1)Nc1cccc(Cc2ccncc2)c1 returned FEN1 inh -13%, N370S GC 17% and GCN5L2 inh 1%.
Cc1ccc(C(C)C)c(OCC(=O)NN=C2CCCC(=O)C2)c1 was read as FEN1 inh -11% and GCN5L2 inh -3%.
O=[N+]([O-])c1ccc(Cl)c(S(=O)(=O)Nc2ccc(-c3ccc(N4CCCC4)nn3)cc2)c1 was read as FEN1 inh -1%, N370S GC -17% and GCN5L2 inh -9%.
`CCOC(=O)c1c(NC(=O)COc2ncnc3ccccc23)sc(C)c1C` gave FEN1 inh -16%, N370S GC 1% and GCN5L2 inh 0%.
Screening COc1ccc([C@@H]2[C@@H]3C(=O)N(C(C)(C)C)C(=O)[C@@H]3[C@]3(C)C(=O)N(c4cccc(Cl)c4)C(=O)N23)cc1 returned FEN1 inh -5%, N370S GC -19% and GCN5L2 inh -17%.
Screening COC(=O)c1ccc(NC(=O)CN(c2ccc(OC)cc2)S(C)(=O)=O)cc1 returned FEN1 inh 1%, N370S GC -18% and GCN5L2 inh -9%.
For COc1ccc(C(=O)N2CCN(c3ccc(NC(=O)Cc4ccccc4)cc3)CC2)cc1 the results were FEN1 inh -3%, N370S GC -17% and GCN5L2 inh inconclusive.
Screening Cc1cc(C(=O)OCC(=O)NC2CCCCC2C)c2ccccc2n1 (stereo not drawn) returned FEN1 inh 1% and GCN5L2 inh 0%.
COc1ccc([C@]23Cc4ccccc4C(O2)C2=C(CCCC2=O)O3)cc1 was read as N370S GC 2%[12.8 µM] and GCN5L2 inh -3%[12.7 µM].
`COc1cccc(Nc2nc3ccc(C)cc3nc2-n2nc(C)cc2C)c1` gave FEN1 inh 18% and GCN5L2 inh -9%.
N#Cc1c(N2CCOCC2)nc(N2CCCCC2)c2c1CCN(C1CCCCC1)C2 was read as FEN1 inh -2%, N370S GC 7% and GCN5L2 inh -1%.
Screening O=C(O)COc1ccccc1C=NNC(=O)c1ccc(NS(=O)(=O)c2cccs2)cc1 returned FEN1 inh -1% and GCN5L2 inh -10%.
`CCOc1ccc(NC(=O)C2CC(=O)N(C(C)C)C2)cc1` (stereo not drawn) gave FEN1 inh -11%, N370S GC 3% and GCN5L2 inh -5%.
For C=CCC1(NCc2ccco2)CCN(CC)CC1 the results were FEN1 inh 14%, N370S GC 9% and GCN5L2 inh -3%.
`Cc1ccc(S(=O)(=O)N/N=C/c2ccc(O)cc2O)cc1[N+](=O)[O-]` gave FEN1 inh -4%, N370S GC 8% and GCN5L2 inh -9%.
For CC(C)[C@H](NC(=O)N1CC(=O)Nc2ccccc21)C(=O)N1CCC[C@H]1C(=O)O the results were FEN1 inh 23%, N370S GC 4% and GCN5L2 inh 0%.
CCOC(=O)c1ccc(NC(=O)CC2C(=O)N(c3ccccc3)C(=O)N2Cc2ccc(C)cc2)cc1 (stereo not drawn) was read as FEN1 inh -7% and GCN5L2 inh -6%.
For N#CCSc1nnc(C2CCCCC2)n1Cc1ccccc1 the results were FEN1 inh 2%, N370S GC 2% and GCN5L2 inh 0%.
`CCN1CCN(CCCN(Cc2ccco2)C(=S)Nc2ccc(C)c(Cl)c2)CC1` gave FEN1 inh -4%, N370S GC -14% and GCN5L2 inh 0%.
Screening O=C1CC(c2ccccc2)CC(O)=C1C=Nc1ccccc1 (stereo not drawn) returned FEN1 inh 3%, N370S GC 22% and GCN5L2 inh -11%.
For Cc1cccc(CCNC(=O)CNS(=O)(=O)c2ccc3nc(C)sc3c2)c1 the results were FEN1 inh 14%, N370S GC -3% and GCN5L2 inh inconclusive.
For O=c1[nH]c(N2CCN(Cc3ccccc3)CC2)nc2c1CCC2 the results were FEN1 inh -1%, N370S GC 6% and GCN5L2 inh -17%.
Screening COc1ccc(NC(=O)CSc2ccc(-c3sc(C)nc3C)nn2)cc1OC returned FEN1 inh 1%, N370S GC -3% and GCN5L2 inh inconclusive.
CCOC(=O)O[C@]1(C(=O)COC(=O)CC)CC[C@H]2[C@@H]3CCC4=CC(=O)C=C[C@]4(C)[C@H]3[C@@H](O)C[C@@]21C was read as FEN1 inh -4%, N370S GC -14% and GCN5L2 inh -4%.
Screening CC(C)(C)c1ccc(S(=O)(=O)N2CCN(CC(=O)N3CC(=O)Nc4ccccc43)CC2)cc1 returned FEN1 inh -15% and GCN5L2 inh inconclusive.
Screening Cc1ccc(-n2nc3ccc(NC(=O)c4oc5ccc(C)cc5c4C)cc3n2)cc1 returned FEN1 inh 14% and GCN5L2 inh -3%.
`Cc1cccc(Cn2c(CN3CCCC(C)C3)nc3c2c(=O)n(C)c(=O)n3C)c1` (stereo not drawn) gave FEN1 inh 14% and GCN5L2 inh -2%.
For COc1ccc(CC(=O)N(Cc2ccccc2)c2ccc(C)cc2)cc1OC the results were FEN1 inh -21%, N370S GC -10% and GCN5L2 inh -1%.
`CNC(=O)c1cc2cccc(OC)c2oc1=O` gave FEN1 inh 4%, N370S GC -4% and GCN5L2 inh 3%.
For O=C(CN1CCOC1=O)N1CCCC(N2CCN(c3cccc(C(F)(F)F)c3)CC2)C1 (stereo not drawn) the results were FEN1 inh -16%, N370S GC -1% and GCN5L2 inh -26%.
Cn1cc(/C=C(\NC(=O)c2ccccc2Cl)C(=O)NCCCn2ccnc2)c2ccccc21 was read as FEN1 inh 2%, N370S GC -26% and GCN5L2 inh -11%.
Screening COc1ccc(C)cc1NC(=O)C1C2C=CC(C2)C1C(=O)O (stereo not drawn) returned FEN1 inh -11%, N370S GC 3% and GCN5L2 inh -1%.
For Cc1c2cnn(CC(=O)NCc3ccccn3)c(=O)c2c(C)n1Cc1ccccc1 the results were FEN1 inh -7%, N370S GC 0% and GCN5L2 inh inconclusive.
NC(=S)N/N=C/c1c[nH]c2ccc(OCc3ccccc3)cc12 was read as FEN1 inh 3%, N370S GC -7% and GCN5L2 inh -13%.
CC(=O)N=c1sccn1CC(=O)c1ccc([N+](=O)[O-])cc1 was read as FEN1 inh 1%, N370S GC -15% and GCN5L2 inh -1%.

3 entries out of the list, sorted by count of non-hydrogen atoms, rising:
CC(=O)N=c1sccn1CC(=O)c1ccc([N+](=O)[O-])cc1 was read as FEN1 inh 1%, N370S GC -15% and GCN5L2 inh -1%.
For Cc1c2cnn(CC(=O)NCc3ccccn3)c(=O)c2c(C)n1Cc1ccccc1 the results were FEN1 inh -7%, N370S GC 0% and GCN5L2 inh inconclusive.
For O=C(CN1CCOC1=O)N1CCCC(N2CCN(c3cccc(C(F)(F)F)c3)CC2)C1 (stereo not drawn) the results were FEN1 inh -16%, N370S GC -1% and GCN5L2 inh -26%.
